# Screening results: PubChem BioAssay, National Center for Advancing Translational Sciences (NCATS)
# Apoferritin bind: candidate novel general anesthetic via apoferritin binding. apoferritin/1-aminoanthracene competitive binding, fluorescence. Potency, µM (series often up to 77.5 µM), without a hit: at the top dose activity change, negative = displacement, most hits filed as inhibitors. P02791. AID 485281. 0.074% of 350,000 active; also: potency is read from the fitted curve at half-maximal effect; % is scaled to controls: 0 for no effect and ±100 for the full control effect; nearly all actives have a fitted effect of over 20% in size
# Target sequence (P02791 2-175 limits assumed): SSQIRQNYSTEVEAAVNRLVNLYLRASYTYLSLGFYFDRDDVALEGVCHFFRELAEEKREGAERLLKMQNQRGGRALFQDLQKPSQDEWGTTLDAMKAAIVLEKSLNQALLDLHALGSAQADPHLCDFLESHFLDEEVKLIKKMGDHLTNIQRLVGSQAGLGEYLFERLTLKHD
#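 In PBS, apoferritin at 10 uM is loaded with 1-AMA from a 50% saturated solution. After 10 min of compound exposure at ambient temperature, reduced 535 nm fluorescence indicates probe displacement.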
# APE1 inh: APE1 (human) endonuclease inhibition | Potency, µM (titrated, usually from 65.8 µM), without a hit: top-dose activity change, negative = inhibition, actives largely listed as inhibitors | 0.35% of 350,000 active | recombinant APE1, TAMRA/BHQ-2 abasic DNA cleavage fluorescence | P27695;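 also: potency is read from the fitted curve at half-maximal effect; plate controls were vehicle for no effect and reference inhibitor for full effect; nearly all actives have a fitted effect of over 55% in size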
#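 Measures dequenching upon AP-site incision of a 5'-TAMRA/3'-BHQ-2 THF-containing duplex, 50 nM; human APE1 0.75 nM after 15 min room-temperature exposure to compound; kinetic three-point read at one-minute spacing.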
# ERG Ets-DNA blk: ERG Ets/DNA interaction inhibition. P11308. fluorescence polarization, His-ERG Ets domain / labelled DNA. Potency, µM (doses to about 76.9 µM), for inactives: top-dose FP activity, negative = inhibition, hits mostly inhibitors. 0.028% of 370,000 active. AID 624246; active = well fitted inhibition curve with a large enough effect in the polarisation, with a control signal flat; inconclusive = small, poorly fitted or top-dose-only effect, or effect the other way, or a change in a side signal; inactive = no such curve, though single readings can be large or run the other way; the % refers to the polarisation;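 also: polarization taken with two DNA probes labelled with fluorescein and Texas red; potency is read from the fitted curve at half-maximal effect; % of control where 0% means no effect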
#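 His-tagged ERG Ets domain (1 uM in the protein solution; 300mM KCl, 50mM Tris-HCl, 1mM EDTA, 1mM DTT, pH 7.5) received compound, then a probe mix of 5 nM fluorescein-DNA and 100nM Texas-615-DNA. Fluorescence polarization was read for both dyes.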
# BLM inh: inhibitors of human Bloom syndrome helicase BLM. 0.2% of 350,000 active. P54132. Potency, µM (series often up to 56.1 µM), for inactives: at the top dose activity change, negative = inhibition, hits mostly inhibitors. recombinant BLM DNA unwinding, fluorescence dequenching;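 also: potency is read from the fitted curve at half-maximal effect; plate controls were vehicle for no effect and no enzyme for full effect; nearly all actives have a fitted effect of over 35% in size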
# TRHR ag: TRH receptor (human) agonism; P34981; TRHR cells, calcium flux fluo-8, FDSS agonist mode; activation, % at 2 µM; 0.18% of 360,000 active; in the data active = activation above about 30%; also: 0% is about no effect
#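 Agonist-mode FDSS calcium read (Ex 480/Em 530, 1 s cycles) in 1536-well TRHR cells with fluo-8 dye, after 10-cycle baseline and 23 nL compound addition; TRH at EC20 (10 nM final) added afterwards for the enhancer phase.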
# Pol beta inh: DNA polymerase beta (human) inhibition; Potency, µM (top dose mostly 114 µM), inactives show at the highest dose activity change, negative = inhibition, actives largely listed as inhibitors; Pol beta primer extension/strand displacement, fluorescence kinetic; P06746; 1.3% of 340,000 active; also: potency is read from the fitted curve at half-maximal effect; % is scaled to controls: 0 for no effect and ±100 for the full control effect
#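 10 nM enzyme + cpd, 15 min RT; start with substrate 50 nM final; read 0 min and after 10 min RT. Corrected, normalized data; 4-parameter Hill curve fit.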
# Pol iota inh: blocks human DNA polymerase iota activity; Q9UNA4; Potency, µM (doses to about 115 µM), for the others: top-dose activity, negative = inhibition, usual class: inhibitors; 1% of 390,000 active; Pol iota fluorescent replication assay, 10 min; also: potency is read from the fitted curve at half-maximal effect
# Target sequence (Q9UNA4 whole entry, looked up): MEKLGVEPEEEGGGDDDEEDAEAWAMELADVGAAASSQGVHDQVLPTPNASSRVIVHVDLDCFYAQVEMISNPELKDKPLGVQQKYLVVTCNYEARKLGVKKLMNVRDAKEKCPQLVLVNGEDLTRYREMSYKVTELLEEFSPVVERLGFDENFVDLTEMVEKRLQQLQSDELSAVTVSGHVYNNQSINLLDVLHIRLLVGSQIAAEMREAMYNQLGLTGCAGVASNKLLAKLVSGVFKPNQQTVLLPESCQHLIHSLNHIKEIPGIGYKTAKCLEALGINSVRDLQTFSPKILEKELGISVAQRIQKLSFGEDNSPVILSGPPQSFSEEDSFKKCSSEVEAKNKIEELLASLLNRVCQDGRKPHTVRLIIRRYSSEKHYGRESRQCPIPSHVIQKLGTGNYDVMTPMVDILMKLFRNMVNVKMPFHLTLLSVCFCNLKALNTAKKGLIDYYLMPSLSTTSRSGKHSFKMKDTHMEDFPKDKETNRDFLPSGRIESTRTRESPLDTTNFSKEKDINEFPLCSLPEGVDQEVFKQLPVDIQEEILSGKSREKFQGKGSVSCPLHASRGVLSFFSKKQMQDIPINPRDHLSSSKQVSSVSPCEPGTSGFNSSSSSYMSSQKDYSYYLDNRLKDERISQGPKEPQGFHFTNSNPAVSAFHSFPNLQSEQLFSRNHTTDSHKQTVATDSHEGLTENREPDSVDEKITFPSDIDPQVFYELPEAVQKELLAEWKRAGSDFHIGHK
#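 Pol iota at 10 nM preincubated 15 min with compounds at room temperature; reaction started with fluorescent substrate, 50 nM final. Fluorescence read kinetically at 0 and 10 min; buffer-only wells as negative control.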
# 12-LOX inh: blocks human arachidonate 12S-lipoxygenase. P18054. purified 12hLO, xylenol orange hydroperoxide absorbance. Potency, µM (highest dose often 108 µM), for the others: at the top dose activity change, negative = inhibition, hits mostly inhibitors. 1.1% of 580,000 active. AID 1671190; also: potency is read from the fitted curve at half-maximal effect; % is scaled to controls: 0 for no effect and ±100 for the full control effect
#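 Purified human 12hLO (150 nM final) in 25 mM Hepes, 0.01% Triton X-100, pH 7.0 was preincubated 15 min at room temperature with compound. Then 40 uM arachidonic acid was added, 30 min. Hydroperoxide was read by Fe-XO absorbance ratio 573/405 nm.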
# POLK inh: blocks human DNA polymerase kappa activity; Q9UBT6; purified Pol kappa, fluorescent DNA synthesis assay, 10 min; Potency, µM (top dose mostly 107 µM), for the others: at the top dose activity, negative = inhibition, actives largely listed as inhibitors; 0.53% of 400,000 active; AID 588579; also: potency is read from the fitted curve at half-maximal effect; % is scaled to controls: 0 for no effect and ±100 for the full control effect
#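 Fluorescent qHTS in 1536-well format: enzyme (10 nM) and compound sat 15 min at room temperature before 50 nM substrate (final) was added. Signal taken at 0 and 10 min; no-enzyme buffer wells were negative controls.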
# Active calls of the source: *; ? = inconclusive; nt = not tested or not shown; & = joins results of further samples; [ ] = dose if it differs, or a comment. Unless noted, calls follow the shape of the dose curve; as a rule, active = well fitted curve in the direction sought with a large enough effect; inconclusive = small, poorly fitted or top-dose-only effect, or another doubt; inactive = no such curve, though single readings can be large; an effect the other way counts as inactive or inconclusive.
(1) Cc1c(C(=O)O)c(=S)sn1CCOc1ccccc1
(2) Cc1cccc(NC(=O)C2C3CCC4C(CCC32)C4(Cl)Cl)c1 (stereo not given)
(3) CCn1cc(C(=O)N[C@H](C(=O)O)C(C)C)c(=O)c2cc3c(cc21)OCO3
(4) Cc1ccc(C(=O)Nc2cc(Cl)ccc2OC(=O)c2ccc(C)cc2)cc1
(5) COc1ccc2nc3oc(C(=O)N4CCN(c5ccccc5F)CC4)cc3cc2c1
(6) CCCCOc1ncnc2c1[nH]c1ccc(F)cc12

compound no.	1	2	3	4	5	6
ERG Ets-DNA blk	1%	nt	-1%	nt	-3%	nt
BLM inh	-1%	-4%	0%	4%	-3%	-11%
POLK inh	-22%	-10%	15%	nt	-23%	-9%[60.1 µM]
Apoferritin bind	-2%	-2%	8%	-14%	37%[activator]	-4%
12-LOX inh	?	-3%	?	-22%	?	25%
APE1 inh	1%	1%	39%[activator]	-4%	-6%	-5%
TRHR ag	0.8	-0.2	0.3	0.0	-0.3	1.2
Pol beta inh	0%	29%	3%	3%	2%	?
Pol iota inh	-5%	31%[activator]	11%	nt	26%	-10%

(7) CCNC(=O)CC1SC(=Nc2ccc(Cl)cc2)N(CC)C1=O (stereo not given)
(8) CC(=O)Nc1ccc(C(=O)COC(=O)C2CC2)c(F)c1
(9) Cc1cc(C)c2oc(C(=O)Nc3c(C(=O)c4ccc(F)cc4)oc4ccccc34)cc(=O)c2c1
(10) CC1Cc2cc(-c3csc(NC(=O)Cc4ccccc4)n3)ccc2N1S(C)(=O)=O (stereo not given)
(11) COc1ccc(CC(NC(C)=O)C(=O)NC2CCN(C(=O)C3CCCCC3)CC2)cc1OC (stereo not given)
(12) Cc1cc(C)cc(NC(=S)NCc2cccnc2)c1

compound no.	7	8	9	10	11	12
ERG Ets-DNA blk	7%	8%	4%	nt	3%	2%
BLM inh	-4%	nt	-5%	-7%	-5%	0%
POLK inh	2%	-2%	12%	-9%[60.1 µM]	-1%	-3%
Apoferritin bind	-5%	nt	-3%	1%	-4%	-11%
12-LOX inh	-3%	16%	-8%	14%	-1%	-23%
APE1 inh	-7%	3%	nt	-10%	31%	21%
TRHR ag	0.1	0.1	-0.7	-1.0	0.3	0.4
Pol beta inh	45%	nt	24%	15%	19%	16%
Pol iota inh	-16%	24%	27%	14%	22%	74%[activator]

(13) Cc1cc(N)cc(C)c1-c1c(Br)cc(N)cc1Br
(14) Cc1nnc(NC(=O)c2ccc3c(c2)C(=O)N(CCC(C)C)C3=O)s1
(15) Cc1ccc(CN(C)S(=O)(=O)c2c(C)noc2/C=C/N(C)C)cc1
(16) CN1C(=O)N(CC(=O)Nc2nccs2)C(=O)C12CCCCC2
(17) CCOC(=O)C1=C(C)N=c2s/c(=C\c3ccc(OCC(=O)O)cc3)c(=O)n2C1c1ccccc1 (stereo not given)
(18) COc1ccccc1/C=N/NC(=O)C1=NNC(c2ccccc2)(c2ccccc2)C1

compound no.	13	14	15	16	17	18
ERG Ets-DNA blk	-2%	13%	-2%	1%	3%	nt
BLM inh	nt	-2%	-9%	nt	-5%	-5%
POLK inh	-8%	0%	-3%	-2%	-14%	nt
Apoferritin bind	nt	-8%	-15%	nt	?	4%
12-LOX inh	?	2%	?	1%	?	nt
APE1 inh	nt	-1%	-15%	46%[activator]	13%	-2%
TRHR ag	nt	0.2	-0.3	-0.2	1.3	-0.3
Pol beta inh	nt	13%	-1%	nt	-22%	13%
Pol iota inh	14%	36%[activator]	-6%	13%	52%[activator]	nt

# The last 4 compounds of the section above open the next one:
(15) Cc1ccc(CN(C)S(=O)(=O)c2c(C)noc2/C=C/N(C)C)cc1
(16) CN1C(=O)N(CC(=O)Nc2nccs2)C(=O)C12CCCCC2
(17) CCOC(=O)C1=C(C)N=c2s/c(=C\c3ccc(OCC(=O)O)cc3)c(=O)n2C1c1ccccc1 (stereo not given)
(18) COc1ccccc1/C=N/NC(=O)C1=NNC(c2ccccc2)(c2ccccc2)C1
(19) O=C(NCc1ccccc1CN1CCCC1)c1ccc(Cl)c(N2CCCC2=O)c1
(20) CCCOc1ccc(N2C(=O)CC(N3CCN(C(=O)c4ccco4)CC3)C2=O)cc1 (stereo not given)
(21) Cc1ccc(NC(=O)CN2C(=O)S/C(=C\c3cc(C)n(C)c3C)C2=O)cc1
(22) COC(=O)c1ccc(Cl)cc1NC(=O)N1CC=C(c2c[nH]c3ccccc23)CC1
(23) Cc1ccccc1-n1c2nc(=O)n(C)c(=O)c-2cc2ccccc21
(24) O=C(O)CC(NC(=O)CC(c1ccccc1)c1ccccc1)c1cccc([N+](=O)[O-])c1 (stereo not given)

compound no.	15	16	17	18	19	20	21	22	23	24
ERG Ets-DNA blk	-2%	1%	3%	nt	3%	0%	nt	5%	-6%	-4%
BLM inh	-9%	nt	-5%	-5%	nt	-2%	-4%	-9%	6%	-3%
POLK inh	-3%	-2%	-14%	nt	5%	8%	0%	3%	-5%	1%
Apoferritin bind	-15%	nt	?	4%	nt	-12%	-23%	53%[activator]	74%[activator]	1%
12-LOX inh	?	1%	?	nt	9%	-22%	?	?	458%[activator]	0%
APE1 inh	-15%	46%[activator]	13%	-2%	16%	1%	-5%	nt	3%	20%
TRHR ag	-0.3	-0.2	1.3	-0.3	-0.3	0.2	-0.1	11	0.3	-0.3
Pol beta inh	-1%	nt	-22%	13%	nt	-24%	4%	7%	23%	8%
Pol iota inh	-6%	13%	52%[activator]	nt	-3%	-5%	8%	-23%	-8%	17%

(25) O=C(CNC(=S)NC(=O)C1CCCCC1)c1ccccc1
(26) CN(CC(=O)Nc1cccc([N+](=O)[O-])c1)S(=O)(=O)c1ccccc1
(27) O=C(NC1CCCC1)c1cccc(Oc2ccccc2)c1
(28) Cc1ccc(C(=O)N2CCN(c3ccccc3Cl)CC2)cc1[N+](=O)[O-]
(29) O=C(SCC(O)C(O)CS)c1cccs1 (stereo not given)
(30) Cc1sc2ncn(CC(=O)N3CCCCC3)c(=O)c2c1C

compound no.	25	26	27	28	29	30
ERG Ets-DNA blk	nt	-5%	10%	-6%	5%	-4%
BLM inh	-3%	-10%	-2%	-7%	-4%	-2%
POLK inh	-3%	5%	1%	2%	5%	-9%[60.1 µM]
Apoferritin bind	-9%	-13%	-14%	?	-7%	-9%
12-LOX inh	-1%	-2%	-6%	-6%	?	1%
APE1 inh	-3%	-2%	3%	?	18%	-1%
TRHR ag	0.0	-0.9	-1.4	-0.2	-1.0	0.2
Pol beta inh	-1%	-17%	13%	-3%	-14%	3%
Pol iota inh	21%	-10%	13%	18%	34%[activator]	-19%

(31) Cc1cc(C)c2nc(N(Cc3cccnc3)C(=O)CCS(=O)(=O)c3ccccc3)sc2c1
(32) O=C(COC(=O)/C=C/c1cccc([N+](=O)[O-])c1)NCCCN1CCCC1=O
(33) O=C(NCc1cccnc1)/C(=C/c1ccccc1)NC(=O)c1ccccc1
(34) Cc1cc(-c2ccc(C(C)C)c(S(=O)(=O)N3CCN(c4ccccn4)CC3)c2)on1
(35) c1cncc(-c2nc(N3CCCCCC3)c3ccccc3n2)c1
(36) COc1ccc2oc3ccc(OC)cc3c(=O)c2c1

compound no.	31	32	33	34	35	36
ERG Ets-DNA blk	0%	15%	-6%	18%	4%	-13%
BLM inh	-11%	1%	-1%	-11%	2%	3%
POLK inh	-13%[60.1 µM]	-2%	-6%	-8%	0%	0%
Apoferritin bind	-19%	-7%	-12%	60%[activator]	?	115%[activator]
12-LOX inh	-24%&7%	-14%	-6%	12%	-9%	8%
APE1 inh	nt	0%	1%	-16%	-4%	-2%
TRHR ag	0.2	0.1	-0.6	0.6	-0.3	-0.3
Pol beta inh	1%	-1%	1%	21%	0%	-9%
Pol iota inh	7%	123%[activator]	53%[activator]	26%	33%[activator]	11%

(37) CC(C)CN(CC(C)C)CC(O)Cn1cc(/C=C/C(=O)c2ccccc2)c2ccccc21 (stereo not given)
(38) CSc1nnc(CCCCCCCCc2nnc(SC)o2)o1
(39) Cc1ccc(C)c(Cn2nc(-c3cc(C)ccc3C)ccc2=O)c1
(40) CC(Sc1cccc[n+]1[O-])C(=O)NC1CCCCC1C (stereo not given)
(41) Cc1nonc1OCCNCc1c(C(=O)N(C)C)nc2ccc(Cl)cn12

compound no.	37	38	39	40	41
ERG Ets-DNA blk	1%	1%	6%&7%	-9%	-8%
BLM inh	-8%	-3%	-10%&-6%	nt	-11%
POLK inh	-18%	7%	-8%&-5%	11%	-3%
Apoferritin bind	-14%	-8%	?	nt	-13%
12-LOX inh	?	218%[activator]	?	-14%	-10%
APE1 inh	nt	-3%	0%	-1%	-2%
TRHR ag	2.5	-0.5	0.7&-1.2	nt	3.5
Pol beta inh	10%	-6%	4%&-1%	nt	-4%
Pol iota inh	-7%	30%[activator]	-7%&-16%	-7%	94%[activator]

# Whole records as entered above. Order of values: ERG Ets-DNA blk	BLM inh	POLK inh	Apoferritin bind	12-LOX inh	APE1 inh	TRHR ag	Pol beta inh	Pol iota inh
# CN1C(=O)N(CC(=O)Nc2nccs2)C(=O)C12CCCCC2 is listed with 1%	nt	-2%	nt	1%	46%[activator]	-0.2	nt	13%
# Cc1nonc1OCCNCc1c(C(=O)N(C)C)nc2ccc(Cl)cn12 is listed with -8%	-11%	-3%	-13%	-10%	-2%	3.5	-4%	94%[activator]

# Some of the compounds tested; the hit share may differ from the screen's.
